Kir21 block: inhibitors of mouse Kir2.1 inward-rectifier potassium channel | P35561 | HEK293-Kir2.1, FluxOR thallium flux fluorescence; hits give low values | B-score at 10 µM | 0.85% of 310,000 active | AID 1672;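 active = fluorescence ratio B-score at or below minus 3 SD of library scores, with starting-brightness B-score within 2 SD, cut at about -4.2 in these data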;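 also: channel flux triggered by added potassium and thallium sulfate stimulus; B-score of peak minus minimum fluorescence over baseline after thallium stimulus; more negative B-score means stronger Kir2.1 block with less thallium influx; some compounds called inactive have numbers as strong as hits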
Target sequence (P35561 whole entry, looked up): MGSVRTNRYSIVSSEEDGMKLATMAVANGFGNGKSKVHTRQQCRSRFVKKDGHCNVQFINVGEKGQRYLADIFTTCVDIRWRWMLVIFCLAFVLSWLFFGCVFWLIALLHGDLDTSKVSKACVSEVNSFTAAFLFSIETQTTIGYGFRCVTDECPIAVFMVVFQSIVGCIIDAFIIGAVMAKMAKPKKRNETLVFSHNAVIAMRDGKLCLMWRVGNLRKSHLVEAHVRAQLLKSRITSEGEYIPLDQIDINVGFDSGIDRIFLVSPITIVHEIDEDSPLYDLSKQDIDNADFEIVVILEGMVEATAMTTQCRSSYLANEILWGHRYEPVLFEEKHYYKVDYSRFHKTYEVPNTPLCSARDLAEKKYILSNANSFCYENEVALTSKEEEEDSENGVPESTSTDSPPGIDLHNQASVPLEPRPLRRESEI
KCNQ2 inh: KCNQ2 channel blockers in CHO-K1 cells – cell-based, FluxOR thallium flux, B-score, primary screen (AID 2156); 20 min; hits give low values; B-score at 10 µM; 1.1% of 310,000 active;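 active = fluorescence ratio B-score at most minus 3 library SDs, with starting brightness B-score within 2 library SDs, cut at about -5.5 in these data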
* marks the source's active call; other numbers are inactive results; i = inactive.

Kir21 block,KCNQ2 inh,SMILES
1.7,i,CC(=O)Nc1ccc(S(=O)(=O)N(c2cccnc2)S(=O)(=O)c2ccc(NC(C)=O)cc2)cc1
0.01,i,Cc1nc2ccc(C(=O)Nc3ccc(N(C)C)cc3)cc2s1
0.01,i,COc1cc(SC)ccc1C(=O)OCC(=O)NC1CCCCC1
2,i,Cc1cc(=O)[nH]c(SCC(=O)C23CC4CC(CC(C4)C2)C3)c1C#N
0.02,i,Cc1ccc2c(c1)cc1c(=O)[nH]ncn12
0.03,i,Cc1cccc(Oc2ccc(C(=O)NC3CCSC3=O)cn2)c1C (stereo not drawn)
0.01,i,CC(C)Cc1ccc(S(=O)(=O)Nc2ccccn2)cc1
0.29,i,O=C(O)CSCCCC(=O)Nc1ccc(Br)cc1
-1.4,i,O=C(Oc1ccc(N2C(=O)CCC2=O)cc1)c1ccco1
-0.03,i,O=C(Cn1cnc2ccccc21)c1ccc(Br)cc1
0.33,i,Cn1nnnc1SCC(=O)NNC(=O)c1ccc(F)cc1
-0.11,i,CCOC(=O)c1c(C)c(C(=O)NCc2cccs2)c(C)n1C
1.2,i,O=S(=O)(c1ccc(S(=O)(=O)N2CCCN(Cc3ccccc3)C2)cc1)N1CCCCCC1
-0.01,i,Cc1ccc(NC(=O)C2CCCO2)cc1[N+](=O)[O-] (stereo not drawn)
-0.25,i,COc1ccc(Nc2nc(N3CCCC3)nc3ccccc23)c(OC)c1
-2,i,Nc1nc(-c2ccc(Cl)cc2)c(S(=O)(=O)c2ccccc2)s1
-0.62,i,CC1CCN(c2nc3ccc(C(=O)O)cc3s2)CC1
-0.07,i,COc1ccc(NC(=O)C(C/C=C(/C)Cl)C(C)=O)cc1 (stereo not drawn)
-1.3,i,Cc1cccc(OCCn2nnc3ccccc32)c1C
-0.57,i,Cc1nnc(SCc2nc3sc4c(c3c(=O)[nH]2)CCCC4)n(N)c1=O
0.26,i,C(=C\c1ccccn1)/c1ccccn1
0,i,O=S1(=O)CCN=C2SC3=C(CCCC3)N21
-2.1,i,O=S(=O)(Nc1cccc(Br)c1)c1cccc2nsnc12
0.52,i,O=C(CN(Cc1ccco1)C(=O)CNS(=O)(=O)c1ccc(Cl)cc1)NCc1ccc(F)cc1
0.54,i,Brc1cccc(OCCN2CCOCC2)c1
0.27,i,O=C(Nc1cccs1)NC1CCCC1
-0.03,i,CC1CC(C)CN(CCCNC(=O)c2ccc(CNS(=O)(=O)c3ccc(F)cc3)cc2)C1 (stereo not drawn)
-0.97,i,Cc1cc(Oc2ccc(=O)n(C)n2)nc(=S)[nH]1
-1.9,i,Cc1ccc(-c2nc(NCc3ccco3)n(S(C)(=O)=O)n2)cc1
2,i,C[C@@H](NC(=O)[C@@H]1Cc2ccccc2CN1)C(=O)NCc1ccco1
-0.43,i,CC1(C)CC(=O)C/C(=N\NC(=O)C2CC2c2ccccc2)C1 (stereo not drawn)
-0.37,i,Cc1ccc(Cn2nnc3c(=O)[nH]c(C4CCN(S(=O)(=O)Cc5ccccc5)CC4)nc32)cc1
-1.1,i,CCOC(=O)/C=C/C(=O)OCC(=O)Nc1ccc(OC)c(Cl)c1
1.4,i,CCN1CCN(c2cc(C)c3cc(NC(=S)N4CCC5(CC4)OCCO5)ccc3n2)CC1
-0.76,i,CCCCn1c2ccc(F)cc2c2nnc(SCCN3CCOCC3)nc21
-0.23,i,Cc1cccc(CN2CCN(C(=S)Nc3ccccc3)CC2)c1
0.16,i,CC1=Nc2ccccc2/C1=C/c1c(N)n2c(S(=O)(=O)CC(C)C)nsc2nc1=O
-0.27,i,Cc1cnccc1CNC(=O)CC1C(=O)NCCN1CC(C)(C)C (stereo not drawn)
0.52,i,C/C(=N\NC(=O)C1CC1)c1ccc(NC(=O)c2ccc(Br)o2)cc1
0.9,i,N/C(=N\OC(=O)c1cccs1)C1(c2ccc(Cl)cc2Cl)CC1
0.42,i,COc1ccc(N2C(=O)C3CCCN3C2c2cccc(F)c2)cc1Cl (stereo not drawn)
1.5,i,O=S(=O)(Nc1nc2ccccc2nc1NCC1CCCO1)c1ccccc1 (stereo not drawn)
-1.1,i,NC(=O)NC(=O)CSc1nnc(-c2ccc(Cl)cc2)n1CC1CCCO1 (stereo not drawn)
1.9,i,COc1ccc(NC(=O)CSc2nncn2C)c([N+](=O)[O-])c1
-2,i,CCn1ccnc1CN1CCCC(C(=O)c2ccc3cc(OC)ccc3c2)C1 (stereo not drawn)
-0.6,i,Nc1nnc(CSCc2ccccc2)s1
1.1,i,O=C(NCCCNc1ccc([N+](=O)[O-])cc1)C(F)(F)F
-0.92,i,O=C(NCCN1CCOCC1)c1cc(-c2ccco2)on1
0.24,i,O=C(CNC(=O)c1ccncc1)Nc1ccc(F)c(F)c1
0.47,i,CCN(CC)CCCOc1ccc(C)cc1Br
-0.34,i,Cc1ccc(C(=O)N/C(=C\c2ccc(-c3ccccc3[N+](=O)[O-])o2)C(=O)NCCN(C)C)cc1
-0.32,i,COC(=O)c1[nH]cnc1C(=O)c1ccccc1
-0.88,i,CC(=O)N1CCN(c2ccc(NC(=O)c3cccc(Cl)c3Cl)cc2)CC1
0.55,i,CCc1noc(C)c1C(=O)N(Cc1ccccc1)c1c(N)n(CCOC)c(=O)[nH]c1=O
0.04,i,CCOC(=O)CCc1c(C)c2ccc(OCC(=O)N3CCOCC3)c(C)c2oc1=O
0.06,i,O=C(Nc1cc([N+](=O)[O-])ccc1F)c1cccs1
-0.23,i,O/N=C\c1cccn1-c1nccs1
-2.2,i,COc1cccc(C(=O)N(Cc2nc(-c3ccc(C)cc3)no2)C(C)C)c1
-0.15,i,COC(=O)COc1cccc(NC(=O)c2cccs2)c1
-0.08,i,COc1ccc(/C=C2\CCC/C(=C\C=N\N(C)C)C2=O)cc1

Going on with the list:
Kir21 block,KCNQ2 inh,SMILES
-0.03,i,CC(C)(C)n1cnc2cc(NC(=O)c3ccco3)ccc21
1.3,i,O=C(C1CCC(C(=O)N2CCCCC2)CC1)N1CCCCC1 (stereo not drawn)
0.68,i,OCc1ccc(N=Nc2ccccc2)cc1
1.2,i,CC(C)Oc1cccc(C(=O)NC(=S)Nc2ccc(Cl)c(C(=O)O)c2)c1
-0.25,i,CC(CNC(=O)CCc1nnc(CCC2CCCCC2)o1)c1ccccc1 (stereo not drawn)
-0.36,i,C=CCn1c(C2CCCCC2)n[nH]c1=S
0.73,i,Cc1ccc(Nc2ccccc2)nn1
-0.09,i,CCCn1nc(C(=O)Nc2ccc(S(=O)(=O)Nc3nccs3)cc2)c2ccccc2c1=O
0.54,i,COc1cccc(NC(=O)CN(C)C(=O)Cn2c(=O)oc3ccccc32)c1
-1.7,i,COc1ccc(CN2CCC(Oc3cc(C(=O)NC4CC4)ccc3OC)CC2)c(O)c1
-0.89,i,CCO[C@@H]1OC(C(=O)O)=C[C@H](C2CC2)[C@H]1CCCO
-1.7,i,CC(C)(C)C(=O)CN1C(=O)NC(C)(Cc2ccc3c(c2)OCO3)C1=O (stereo not drawn)
-0.97,i,C=CCOc1ccccc1C(=O)/C=C1/C(=O)Nc2ccccc21
-0.72,i,COc1ccc(CCn2c(NN=C3CCCCC3)nc3c2c(=O)[nH]c(=O)n3C)cc1
-0.05,i,COc1ccc(OC)c(S(=O)(=O)Nc2c(C)cccc2C)c1
-2.2,i,COc1ccc2c(=O)c(-c3cnn(-c4ccccc4)c3)c(C)oc2c1
-0.76,i,Oc1ccc(/C=N/Nc2ccc(Cl)nn2)c(O)c1O
-0.17,i,COc1ccc(CCNC(=O)[C@H](CC(C)C)NC(=O)N2CCn3c2nc2ccccc23)cc1OC
2,i,COc1ccc(-c2noc(CCC(=O)N3CCN(c4cc(C)ccc4C)CC3)n2)cc1
1.7,i,COC(=O)C1=C(O)/C(=C\c2ccc(CNC(=O)C(=O)Nc3ccc(C)cc3)o2)N=C1C
0.28,i,COc1ccc(C(=O)N/N=C/C(Br)=C/c2ccccc2)cc1
-0.11,i,C=CCNC(=O)/C(=C\c1ccc([N+](=O)[O-])cc1)NC(C)=O
-0.73,i,CCn1c(C(=O)N2CCCC(C(=O)NCCCc3ccccc3)C2)cc2sccc21 (stereo not drawn)
1.2,i,CN(C)CCCN(C(=O)c1ccc(S(=O)(=O)N2CCCCCC2)cc1)c1nc2c(F)cc(F)cc2s1
1.7,i,O=C(N(Cc1ccccc1)c1ccccn1)C12CC3CC(CC(C3)C1)C2
0.54,i,O=C(NCc1cccnc1)c1cccnc1Sc1ccc(Cl)cc1
-1.3,i,Cc1ccc2nc3c(c(C(=O)OC4CCOC4=O)c2c1)CCCC3 (stereo not drawn)
-2,i,COc1ccc(CNC(=O)c2ccc(Cn3nc(C)cc3C)o2)cc1
-0.18,i,COc1ccccc1C(c1nnnn1Cc1ccccc1)N1CCC(C(N)=O)CC1 (stereo not drawn)
-1.1,i,CCc1nnc2sc(-c3ccc(NC(=O)c4ccco4)cc3)nn12
-0.66,i,Nc1nc2n(n1)C(c1ccc(F)cc1)CC(c1ccc(F)cc1)N2 (stereo not drawn)
-0.01,i,COc1ccccc1-n1cnc2cc(NCc3ccccn3)ccc21
1.7,i,Cc1c(Cl)cccc1NC(=O)COC(=O)CCc1nc2ccccc2n1-c1ccccc1
0.3,i,C=C1CCN([C@H](C(=O)NCc2ccccc2)C(C)C)S(=O)(=O)c2ccccc21
-1.3,i,CCC(C)Sc1cccc(-c2nc3ccc(C)cn3c2NC2CCCCC2)c1 (stereo not drawn)
-0.59,i,O=S(=O)(Nc1ccc2cn[nH]c2c1)c1ccc(Cl)s1
-0.36,i,CCOC(=O)c1ccc(NS(=O)(=O)N2CCCCCC2)cc1
-0.21,i,O=C1CCCN1CCCNC(=S)Nc1ccc(F)c(Cl)c1
0.07,i,Cc1cccc(NC(=O)CSc2nnc(-c3ccco3)o2)c1C
-1.8,i,CCOC(=O)c1cc2c(ccn2C)n1Cc1ccc(C#N)cc1
-1.3,i,Cc1cc(NS(=O)(=O)c2ccc(NC(=O)c3cc4cc(Br)ccc4oc3=O)cc2)no1
-0.79,i,CCOC(=O)c1c(C)n(C)c2ccc(OC)c(NC(=O)CN3CCCCC3)c12
-0.04,i,COc1ccccc1-n1c(C)nc2cc(C(=O)NCC3CCCO3)ccc21 (stereo not drawn)
-0.17,i,COc1ccccc1-c1cc(C(F)(F)F)nc(NCc2ccco2)n1
-0.16,i,COc1cccc(N(CC(=O)NC2CCCCC2)C(=O)CCCC(=O)Nc2ccccn2)c1
0.86,-7*,CCOC(=O)c1c(NC(=O)CS(=O)(=O)c2cn(CC)c3ccccc23)sc2c1CCCCC2
-3.7,i,CC(=O)Cc1nsc(NC(=O)c2ccc(F)cc2)n1
-0.38,i,Cc1cccc(NC(=S)Nc2cccc3ccccc23)c1

Fetched by compound from the list above, 5 records:
Kir21 block,KCNQ2 inh,SMILES
-0.36,i,CCOC(=O)c1ccc(NS(=O)(=O)N2CCCCCC2)cc1
0.07,i,Cc1cccc(NC(=O)CSc2nnc(-c3ccco3)o2)c1C
-0.04,i,COc1ccccc1-n1c(C)nc2cc(C(=O)NCC3CCCO3)ccc21 (stereo not drawn)
-0.17,i,COc1ccccc1-c1cc(C(F)(F)F)nc(NCc2ccco2)n1
-0.38,i,Cc1cccc(NC(=S)Nc2cccc3ccccc23)c1

Back to the main list, starting 2 compounds before the break.
Kir21 block,KCNQ2 inh,SMILES
-3.7,i,CC(=O)Cc1nsc(NC(=O)c2ccc(F)cc2)n1
-0.38,i,Cc1cccc(NC(=S)Nc2cccc3ccccc23)c1
-0.79,i,CCN(CC)C(=O)C1CCCN(C(=O)c2cc(COc3ccc4ncccc4c3)on2)C1 (stereo not drawn)
-0.03,i,Cc1ccc(S(=O)(=O)N2CCC(=O)N(C(COCc3ccccc3)C(C)C)CC2)cc1 (stereo not drawn)
0.87,i,N=c1c(C(=O)NC2CCCC2)cc2c(=O)n3ccccc3nc2n1C1CCCCC1
2.2,i,COc1ccc(C)cc1NC(=O)C(=O)c1cn(CC(=O)N2CCCC2)c2ccccc12
-0.36,i,Cc1ccc(C)c(OCCC(=O)OCC(=O)NCCNC(=O)COC(=O)CCOc2cc(C)ccc2C)c1
-1.9,i,COc1ccc(Br)cc1S(=O)(=O)n1nc(C)cc1C
0.12,i,CC(O)Cc1cn(CC(=O)N2CCN(C(=O)OC(C)(C)C)CC2)nn1 (stereo not drawn)
-1.2,i,CCC(C)c1ccc(O)c(/C=N/O)c1 (stereo not drawn)
0.92,i,CCn1c(C)nnc1SCC(=O)Nc1ccc2c(c1)OCCO2
-1.5,i,Cc1ccc(C)c(NC(=O)CCN2CCN(C)CC2)c1
-1.1,i,COc1cc(/C=N/n2nnnc2N)cc(OC)c1OC
1.6,i,COc1ccc(C(=O)Nc2nc3ccccc3s2)cc1
-0.04,i,COc1ccc(C2CC(c3ccc(C)cc3)Nc3nc(N)nn32)cc1 (stereo not drawn)
-0.81,i,O=S(=O)(c1ccccc1)N1CN(Cc2ccc(F)cc2)c2nc3ccccc3nc21
1.9,i,Cc1ccccc1NC(=O)CSc1ccsc1[N+](=O)[O-]
1.9,i,CCn1c(SCC(=O)Nc2ccc(N3CCOCC3)cc2)nnc1-c1ccco1
0.44,i,CC(Sc1nc2cc([N+](=O)[O-])ccc2n1-c1cccc(C(F)(F)F)c1)C(=O)NC(N)=O (stereo not drawn)
1.3,i,O=c1oc2cc(OCc3c(F)cccc3Cl)ccc2cc1-c1ccccn1

Four entries from above, as labelled records.
COc1ccc(C2CC(c3ccc(C)cc3)Nc3nc(N)nn32)cc1 (stereo not drawn)
  Kir21 block: -0.04
  KCNQ2 inh: i
Cc1ccccc1NC(=O)CSc1ccsc1[N+](=O)[O-]
  Kir21 block: 1.9
  KCNQ2 inh: i
O=S(=O)(c1ccccc1)N1CN(Cc2ccc(F)cc2)c2nc3ccccc3nc21
  Kir21 block: -0.81
  KCNQ2 inh: i
CCn1c(SCC(=O)Nc2ccc(N3CCOCC3)cc2)nnc1-c1ccco1
  Kir21 block: 1.9
  KCNQ2 inh: i
